# Compound activity deposited in PubChem by Broad Institute.
# T cruzi HTS – intracellular Trypanosoma cruzi inhibition; activity score (inhibition), % at 5.01 µM; intracellular Trypanosoma cruzi in host cells, plate reader; 22,000 compounds, 4.9% hits; AID 651903; in the data active means activity score above about 55%; inconclusive means no clear call, values can overlap the other calls;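 further: parasites and compound incubated about four days before reading; 0% = median of neutral control wells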
# INS-1E rescue – rescue of cytokine-induced death in INS-1E beta cells; INS-1E cytokine-induced death, ATP luminescence, 48 h; normalised: neutral wells 0, positive control 100; protection from cytokine-induced ATP loss, % at 10 µM; 20,000 compounds, 0.1% hits; AID 488910;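 active means mean replicate protection from cytokine-induced ATP loss at least 50% and at least 75% of replicates each reaching 50%; inconclusive means meets only one of the two criteria, mean or replicate share; inactive means fails both the mean and replicate share criteria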
#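 Assay system – rat INS-1E insulinoma cell line · Quantity – 8000 cells per well · Buffer or medium – RPMI without phenol red, 5% FBS · Schedule – 48 h co-treatment, 10 min post-lysis read · Technique – luminescent ATP assay (CellTiter-Glo)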
# * = called active by the depositor; ? = inconclusive; . = no result given.
# Every second line gives: T cruzi HTS, INS-1E rescue
1	C[C@@H]1CN([C@@H](C)CO)C(=O)c2cccc(NC(=O)c3ccncc3)c2O[C@H]1CN(C)S(=O)(=O)c1ccc(Cl)cc1
    -6, 2
2	C[C@@H]1CN([C@@H](C)CO)C(=O)c2cccc(NC(=O)c3cnccn3)c2O[C@H]1CN(C)Cc1ccc(Oc2ccccc2)cc1
    33, -30
3	C[C@@H]1CN([C@H](C)CO)C(=O)c2cccc(NS(=O)(=O)c3ccc(F)cc3)c2O[C@@H]1CN(C)Cc1ccc(Cl)c(Cl)c1
    49, -13
4	Cc1ccc(S(=O)(=O)N(C)C[C@@H]2Oc3ccc(NC(=O)Nc4ccccc4)cc3C(=O)N([C@H](C)CO)C[C@@H]2C)cc1
    11, -8
5	Cc1noc(C)c1S(=O)(=O)N(C)C[C@@H]1Oc2ccc(NS(=O)(=O)c3ccc(F)cc3)cc2C(=O)N([C@@H](C)CO)C[C@@H]1C
    -11, 1
6	C[C@@H]1CN([C@@H](C)CO)C(=O)CCCn2cc(nn2)CO[C@H]1CN(C)Cc1ccc2c(c1)OCO2
    -21, .
7	C[C@@H]1CN([C@H](C)CO)C(=O)Cc2cc(N(C)C)ccc2O[C@@H]1CN(C)S(=O)(=O)c1ccccc1
    3, -1
8	C[C@H]1CN([C@@H](C)CO)C(=O)c2cccc(NC(=O)NC3CCCCC3)c2O[C@@H]1CN(C)Cc1ccc(Oc2ccccc2)cc1
    49, -21
9	C[C@@H]1CN([C@@H](C)CO)C(=O)c2cccc(NC(=O)CCCCCC(=O)Nc3ccccc3N)c2O[C@@H]1CN(C)Cc1ccc(C(F)(F)F)cc1
    41, 9
10	COc1ccc(NC(=O)N(C)C[C@H]2Oc3c(NC(=O)c4nc5ccccc5s4)cccc3C(=O)N([C@@H](C)CO)C[C@H]2C)cc1
    40, -6
11	C[C@H]1CN([C@@H](C)CO)C(=O)Cc2cc(NS(=O)(=O)c3cccs3)ccc2O[C@H]1CN(C)CC1CC1
    -15, 3
12	Cc1ccc(S(=O)(=O)N(C)C[C@@H]2Oc3ccc(NC(=O)Cn4cnnn4)cc3CC(=O)N([C@H](C)CO)C[C@H]2C)cc1
    10, 11
13	C[C@H](CO)N1C[C@H](C)[C@H](CN(C)Cc2ccc(-c3ccccc3)cc2)Oc2c(NC(=O)c3cnccn3)cccc2C1=O
    46, -23
14	COc1ccc(S(=O)(=O)Nc2cccc3c2O[C@@H](CN(C)C(=O)Nc2c(C)noc2C)[C@H](C)CN([C@@H](C)CO)C3=O)cc1
    -19, 0
15	C[C@@H]1CN([C@@H](C)CO)C(=O)c2cccc(NC(=O)Nc3ccccc3)c2O[C@@H]1CN(C)S(=O)(=O)c1ccc(Cl)cc1
    1, -25
16	Cc1ccc(S(=O)(=O)N(C)C[C@@H]2Oc3ccc(NC(=O)CCN4CCOCC4)cc3CC(=O)N([C@@H](C)CO)C[C@@H]2C)cc1
    -8, 4
17	C[C@@H]1CN([C@@H](C)CO)C(=O)c2cc(NC(=O)c3ccncc3)ccc2O[C@H]1CN(C)C(=O)NC1CCCCC1
    -14, 7
18	C[C@@H]1CCCCO[C@@H](CN(C)C(=O)Nc2ccccc2)[C@@H](C)CN([C@H](C)CO)C(=O)c2cc(NC(=O)Nc3ccc(F)cc3)ccc2O1
    8, 3
19	C[C@H]1CN([C@@H](C)CO)C(=O)c2cc(NC(=O)Cc3ccccc3)ccc2O[C@@H]1CN(C)S(=O)(=O)c1ccccc1
    5, -2
20	Cc1ccc(S(=O)(=O)N(C)C[C@@H]2Oc3ccc(NC(=O)Nc4ccc(C(F)(F)F)cc4)cc3CC(=O)N([C@H](C)CO)C[C@@H]2C)cc1
    ?, -32
21	C[C@@H]1CCCCO[C@H](CN(C)C(=O)c2ccccc2)[C@@H](C)CN([C@H](C)CO)C(=O)c2cc(NS(=O)(=O)c3ccc(F)cc3)ccc2O1
    -13, 4
22	CNC[C@H]1Oc2c(NS(=O)(=O)c3cccs3)cccc2C(=O)N([C@@H](C)CO)C[C@H]1C
    -12, 12
23	C[C@@H]1CN([C@H](C)CO)C(=O)CCCn2cc(nn2)CO[C@@H]1CN(C)Cc1cccnc1
    -10, 6
24	C[C@@H]1CN([C@H](C)CO)C(=O)Cc2cc(NC(=O)Nc3ccccc3)ccc2O[C@H]1CN(C)Cc1ccc(C(F)(F)F)cc1
    55, -45
25	C[C@@H]1CN([C@@H](C)CO)C(=O)c2cccc(NC(=O)C3CCCCC3)c2O[C@@H]1CN(C)S(=O)(=O)c1ccc(F)cc1
    -1, -9
26	C[C@H](CO)N1C[C@H](C)[C@@H](CN(C)C(=O)Nc2ccc3c(c2)OCO3)Oc2c(NC(=O)c3cnccn3)cccc2C1=O
    -24, 1
27	CC(C)(C)OC(=O)Nc1ccc(/C=N/NC(=O)c2ccc(C(=O)NO)cc2)cc1
    -17, 17
28	C[C@H](CO)N1C[C@H](C)[C@@H](CN(C)S(=O)(=O)c2ccc(Cl)cc2)Oc2ccc(NS(=O)(=O)c3ccccc3)cc2C1=O
    12, -2
29	C[C@H](CO)N1C[C@H](C)[C@H](CN(C)C(=O)Nc2ccc(F)cc2)Oc2ccc(NC(=O)Nc3cccc4ccccc34)cc2CC1=O
    -7, 4
30	C[C@@H]1CN([C@@H](C)CO)C(=O)Cc2cc(NC(=O)c3ccncc3)ccc2O[C@@H]1CN(C)Cc1ccc(Oc2ccccc2)cc1
    -1, -31

# Entries of single compounds from above. Order of values: T cruzi HTS | INS-1E rescue
# C[C@@H]1CN([C@H](C)CO)C(=O)CCCn2cc(nn2)CO[C@@H]1CN(C)Cc1cccnc1 in the list: -10 | 6
# C[C@H]1CN([C@@H](C)CO)C(=O)c2cccc(NC(=O)NC3CCCCC3)c2O[C@@H]1CN(C)Cc1ccc(Oc2ccccc2)cc1 in the list: 49 | -21
# Cc1ccc(S(=O)(=O)N(C)C[C@@H]2Oc3ccc(NC(=O)Cn4cnnn4)cc3CC(=O)N([C@H](C)CO)C[C@H]2C)cc1 in the list: 10 | 11
# C[C@@H]1CN([C@@H](C)CO)C(=O)CCCn2cc(nn2)CO[C@H]1CN(C)Cc1ccc2c(c1)OCO2 in the list: -21 | .
# C[C@H](CO)N1C[C@H](C)[C@H](CN(C)C(=O)Nc2ccc(F)cc2)Oc2ccc(NC(=O)Nc3cccc4ccccc34)cc2CC1=O in the list: -7 | 4

# New compounds follow
# Every second line gives: T cruzi HTS, INS-1E rescue
31	C[C@@H]1CN([C@@H](C)CO)C(=O)c2cc(NC(=O)Cc3cn(C)c4ccccc34)ccc2O[C@H]1CN(C)C(=O)Nc1ccc(F)cc1
    -4, 8
32	C[C@H]1CN([C@@H](C)CO)C(=O)c2cccc(NC(=O)C3CC3)c2O[C@@H]1CN(C)S(=O)(=O)c1ccc(Cl)cc1
    -3, 5
33	CC(C)NC(=O)Nc1ccc2c(c1)C(=O)N([C@@H](C)CO)C[C@H](C)[C@@H](CN(C)C(=O)NC1CCCCC1)O2
    -8, 1
34	Cc1ccc(S(=O)(=O)Nc2ccc3c(c2)CC(=O)N([C@@H](C)CO)C[C@H](C)[C@@H](CN(C)Cc2ccc4c(c2)OCO4)O3)cc1
    35, 6
35	CC(C)NC(=O)N(C)C[C@H]1Oc2ccc(NC(=O)C3CCCCC3)cc2CC(=O)N([C@@H](C)CO)C[C@@H]1C
    3, -1
36	Cc1noc(C)c1S(=O)(=O)Nc1ccc2c(c1)C(=O)N([C@H](C)CO)C[C@H](C)[C@@H](CN(C)Cc1ccc(Cl)c(Cl)c1)OCCCC[C@@H](C)O2
    37, -7
37	C[C@@H]1CN([C@@H](C)CO)C(=O)Cc2cc(NS(=O)(=O)c3cccs3)ccc2O[C@@H]1CN(C)Cc1ccc(C(=O)O)cc1
    -8, 11
38	C[C@@H]1CN([C@H](C)CO)C(=O)c2cc(NC(=O)CCCCCC(=O)Nc3ccccc3N)ccc2O[C@@H]1CN(C)C(=O)Nc1ccc(F)cc1
    -10, 6
39	C[C@@H]1CN([C@@H](C)CO)C(=O)c2cccc(N(C)C)c2O[C@H]1CN(C)C(=O)Nc1cccc2ccccc12
    -16, 2
40	C[C@@H]1CN([C@H](C)CO)C(=O)Cc2cc(NS(=O)(=O)c3ccccc3)ccc2O[C@@H]1CN(C)C(=O)Nc1cccc2ccccc12
    4, 0
41	O=C(CCCCCCC(=O)Nc1ccccc1O)N/N=C/c1cc(Br)cc(Br)c1O
    34, 5
42	C[C@@H]1CN([C@@H](C)CO)C(=O)CCCn2nncc2CO[C@@H]1CN(C)Cc1ccc(C(=O)O)cc1
    -6, .
43	COc1ccc(CN(C)C[C@@H]2Oc3ccc(NC(=O)Nc4c(C)noc4C)cc3C(=O)N([C@@H](C)CO)C[C@H]2C)cc1
    -5, 0
44	C[C@@H]1CN([C@@H](C)CO)C(=O)Cc2cc(NC(=O)Nc3ccccc3)ccc2O[C@@H]1CN(C)C
    4, 3
45	Cc1noc(C)c1NC(=O)N(C)C[C@@H]1Oc2ccc(NC(=O)NC3CCCCC3)cc2C(=O)N([C@@H](C)CO)C[C@@H]1C
    -6, 3
46	C[C@H](CO)N1C[C@H](C)[C@H](CN(C)Cc2ccncc2)Oc2c(NC(=O)Nc3ccc(C(F)(F)F)cc3)cccc2C1=O
    -24, -11
47	C[C@@H]1CN([C@H](C)CO)C(=O)c2cccc(NC(=O)c3nc4ccccc4s3)c2O[C@@H]1CN(C)C(=O)Nc1cccc2ccccc12
    2, -6
48	C[C@@H]1CN([C@@H](C)CO)C(=O)c2cc(NC(=O)C3CCCCC3)ccc2O[C@@H]1CN(C)S(=O)(=O)c1cn(C)cn1
    -10, -1
49	CNC[C@@H]1Oc2ccc(NC(=O)NC(C)C)cc2C(=O)N([C@@H](C)CO)C[C@H]1C
    -4, 10
50	C[C@H](CO)N1C[C@H](C)[C@H](CN(C)C(=O)Nc2ccc(F)cc2)Oc2ncc(-c3ccc(F)cc3)cc2C1=O
    -59, .
51	C[C@@H]1CN([C@H](C)CO)C(=O)c2cccc(NS(=O)(=O)c3cccs3)c2O[C@@H]1CN(C)CC1CC1
    -6, 1
52	O=C(N/N=C/c1cc(O)ccc1[N+](=O)[O-])c1ccccc1O
    2, -38
53	C[C@@H]1CN([C@@H](C)CO)C(=O)c2cccc(NC(=O)C3CC3)c2O[C@H]1CN(C)C
    11, 2
54	C[C@H]1CN([C@@H](C)CO)C(=O)c2cccc(NS(=O)(=O)c3ccc(Cl)cc3)c2O[C@@H]1CN(C)C(=O)Nc1ccc(C(F)(F)F)cc1
    -3, 4
55	C[C@@H]1CN([C@@H](C)CO)C(=O)c2cc(NS(=O)(=O)c3ccccc3)ccc2O[C@H]1CN(C)C(=O)Nc1ccccc1
    -23, 8
56	C[C@@H]1CN([C@@H](C)CO)C(=O)c2cc(NC(=O)CCN3CCOCC3)ccc2O[C@@H]1CN(C)Cc1ccccc1
    -23, 2
57	CC(C)NC(=O)N(C)C[C@@H]1OCCCC[C@@H](C)Oc2ccc(NC(=O)CCCCCC(=O)Nc3ccccc3N)cc2C(=O)N([C@H](C)CO)C[C@@H]1C
    -27, -4
58	C[C@@H]1CN([C@@H](C)CO)C(=O)Cc2cc(NC(=O)Cn3cnnn3)ccc2O[C@@H]1CN(C)C(=O)Nc1cccc2ccccc12
    -3, -4
59	COc1ccc(/C=N/NC(=O)c2ccccc2O)c(OC)c1
    -7, -24
60	C[C@@H]1CN([C@@H](C)CO)C(=O)Cc2cc(NC(=O)CCC(F)(F)F)ccc2O[C@@H]1CN(C)Cc1ccc(Cl)c(Cl)c1
    35, -50

[61] C[C@@H]1CCCCO[C@@H](CN(C)C(=O)Nc2ccc(C(F)(F)F)cc2)[C@@H](C)CN([C@H](C)CO)C(=O)c2cc(NS(=O)(=O)c3ccccc3)ccc2O1
[62] COc1ccc(CN(C)C[C@H]2OCCCC[C@@H](C)Oc3ccc(NS(=O)(=O)c4ccccc4)cc3C(=O)N([C@H](C)CO)C[C@@H]2C)cc1
[63] O=C(N/N=C/c1c[nH]c2ccccc12)c1ccccc1O
[64] C[C@@H]1CN([C@@H](C)CO)C(=O)c2cc(NC(=O)NC3CCCCC3)ccc2O[C@H]1CN(C)S(=O)(=O)c1ccccc1
[65] C[C@@H]1CCCCO[C@H](CN(C)S(C)(=O)=O)[C@@H](C)CN([C@H](C)CO)C(=O)c2cc(NS(=O)(=O)c3ccc(F)cc3)ccc2O1
entry no. | 61 | 62 | 63 | 64 | 65
T cruzi HTS | 61* | 10 | -28 | 0 | -7
INS-1E rescue | -4 | -15 | -19 | -5 | 6

[66] Cc1noc(C)c1S(=O)(=O)Nc1ccc2c(c1)C(=O)N([C@H](C)CO)C[C@H](C)[C@H](CN(C)Cc1ccncc1)OCCCC[C@@H](C)O2
[67] C[C@@H]1CCCCO[C@@H](CN(C)C(=O)Nc2ccccc2)[C@@H](C)CN([C@H](C)CO)C(=O)c2cc(NS(C)(=O)=O)ccc2O1
[68] Cc1noc(C)c1NC(=O)N(C)C[C@H]1Oc2ccc(NC(=O)CCN3CCOCC3)cc2C(=O)N([C@@H](C)CO)C[C@H]1C
[69] C[C@H](CO)N1C[C@H](C)[C@H](CN(C)C(=O)NC2CCCCC2)Oc2ccc(NS(=O)(=O)c3cccs3)cc2C1=O
[70] C[C@@H]1CN([C@H](C)CO)C(=O)Cc2cc(NC(=O)Nc3cccc4ccccc34)ccc2O[C@@H]1CN(C)C
[71] C[C@H]1CN([C@@H](C)CO)C(=O)c2cccc(NC(=O)C3CCOCC3)c2O[C@H]1CN(C)Cc1ccncc1
[72] C[C@H](CO)N1C[C@H](C)[C@H](CN(C)C)Oc2ccc(NC(=O)Nc3cccc4ccccc34)cc2CC1=O
entry no. | 66 | 67 | 68 | 69 | 70 | 71 | 72
T cruzi HTS | -3 | 4 | 5 | -9 | -4 | 0 | -55
INS-1E rescue | -2 | 10 | 4 | -2 | -2 | 2 | -4
